Source: PubChem (Small Molecule Screening Facility, UW Madison)
PriA SSB inh = K. pneumoniae PriA-SSBct interaction inhibition | AlphaScreen SSBct-PriA binding, biotinylated peptide | inhibition, % at 33 µM | hit rate 0.6% among 430,000 | AID 1272365; in the data active = inhibition mostly above about 37%, no sharp cut-off; inactive = mostly below about 20%;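 note: plate controls were negative control peptide for no effect and reference peptide for full effect; strong numbers were not always called active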
Starred values were filed as active, the others as inactive; & = joins results of further samples.

SMILES	PriA SSB inh
Cc1nc2ccc(C(=O)NN=Cc3ccc(O)cc3)cc2[nH]1	-8
Cn1c(SCc2nc(-c3ccccc3Cl)no2)nc2ccsc2c1=O	-12
O=C(/C=C/c1ccc2c(c1)OCO2)N(Cc1cccnc1)c1nc2c(F)cccc2s1	7
O=C(NC[C@@](O)(c1cccs1)C1CC1)c1ccco1	-3
Cc1nc2ccc3nc(NC(=O)c4cc(C)n(C)n4)sc3c2s1	-4
CC1Oc2ccccc2N(Cc2nc(-c3ccc(Br)cc3)no2)C1=O (stereo not given)	-12
CN(C)c1ccnc(CNC(=O)c2cccs2)n1	-2
COc1cn(CC(=O)N2CCc3ccccc32)c(CSc2ccccc2)cc1=O	-2
CC1CCN(C(=O)CCn2cnc3c(cnn3-c3ccc(F)cc3)c2=O)CC1	-8
O=C(NCc1ccccc1Cl)C(=O)NC[C@H](O)c1ccc2c(c1)CCO2	-19
Cc1nc2ccccc2c(=O)n1-c1ccc(F)c(NS(=O)(=O)c2cccs2)c1	8
COc1ccc(CCNC(=O)Cn2c(-c3ccccn3)nc3ccccc32)cc1OC	-10
C[C@@H](C(=O)N1CCN(c2ccc(C(F)(F)F)cn2)CC1)n1nc(-c2ccc(F)cc2)ccc1=O	8
CCc1cc2c(=O)n(Cc3ccco3)c(SCC(=O)Nc3nccs3)nc2s1	3
COC(=O)C1=C(NC(=O)c2ccc(N3C(=O)CCC3=O)cc2)CCS1	-1
O=C(NC[C@H](O)c1cccc2ccccc12)c1ccc(OC(F)(F)F)cc1	-15
c1ccc(-c2nc([P+](c3ccccc3)(c3ccccc3)c3ccccc3)c(N3CCCCCC3)o2)cc1	37*
Cc1ccccc1-c1nc(C)c(CNC(=O)Cc2ccccc2F)s1	-1
Cc1cccc(CC(=O)N2CCC(c3nnc(-c4ccco4)o3)CC2)c1	-5
COc1ccc(C=NNc2nc3ccccc3c(=O)[nH]2)cc1	1
COc1ccc(Cl)c2sc(NCC3CCCO3)nc12 (stereo not given)	11
CC(=O)N1CCCc2cc(S(=O)(=O)NCCOc3ccccc3)ccc21	-2
O=C(NN=Cc1coc2ccccc2c1=O)c1ccncc1	-7
COc1ccc(OC)c(S(=O)(=O)NC2CC(=O)N(c3ccc(Cl)cc3)C2)c1 (stereo not given)	4
O=C(c1c[nH]c(=O)n(-c2ccc(F)cc2)c1=O)N1CCc2ccccc21	-10
CCOC(=O)CCC(=O)Nc1c(C(=O)Nc2ccc3c(c2)OCO3)oc2ccccc12	-16
O=S(=O)(N=S1CC=CCN1S(=O)(=O)c1ccccc1)c1ccccc1 (stereo not given)	-3
COc1ccc(C(=O)N=c2sc3cccc(OC)c3n2C)cc1OC	-9
CCOCCn1c(=NS(=O)(=O)c2ccc(C)cc2)sc2cc(F)cc(F)c21	-13
O=C(Cn1c(=O)c(-c2ccccc2)nc2ccccc21)NCCC1=CCCCC1	-19
COc1ccc(OC)c2sc(N(Cc3ccccn3)C(=O)Cc3ccc(F)cc3)nc12	-3
O=C(NN=Cc1c[nH]c2ccc(Br)cc12)c1ccn(Cc2ccc(Cl)cc2Cl)n1	0
Cc1ccc(S(=O)(=O)C(=CNc2ccccc2)S(=O)(=O)c2ccc(C)cc2)cc1	-9
N#Cc1nc(-c2ccc(S(=O)(=O)N3CCc4ccccc4C3)cc2)oc1N1CCC(C(N)=O)CC1	-13
COc1cn(CC(=O)Nc2ccc(F)cc2F)c(CSc2nc(C)cc(C)n2)cc1=O	-2
CC[C@@H](C(=O)N1CCN(Cc2nc(-c3ccccc3)cs2)CC1)c1ccccc1	-1
Cc1cc(S(=O)(=O)NCCOc2ccc3c(c2)OCO3)ccc1F	19
CCc1ccc(NC(=O)C2CCN(c3ccc(Sc4ccc(C)cc4)nn3)CC2)cc1	-4
Cn1cccc1[C@@H](O)CCNC(=O)Cc1ccsc1	-7
COc1cccc(-c2c(C(=O)NN=C(C)c3cccnc3)nnn2-c2nonc2N)c1	-5
Cc1onc(-c2ccccc2)c1C(=O)NC(=N)c1ccc(C(F)(F)F)cc1	-2
Fc1ccc(Nc2ncnc3scc(-c4ccc(Cl)cc4)c23)cc1Cl	1
CC1CCc2c(C(=O)NCCc3ccccc3)csc2C1 (stereo not given)	3
O=C(NCC1CCN(c2nc3ccccc3o2)CC1)Oc1ccccc1	-3
CC(C)CCN1C(=O)C(C)(C)COc2ccc(NC(=O)c3ccc(F)c(F)c3)cc21	20
O=C(c1csc2nc(-c3ccc(F)cc3)cn12)N1CCN(C(c2ccccc2)c2ccccc2)CC1	-12
O=C(Cc1csc(SCC(=O)c2ccc(F)cc2)n1)Nc1ccc(F)cc1	0
O=S(=O)(c1cccnc1)N1CCC(c2nnc(C3CC3)o2)CC1	-8
COCCN(Cc1ccoc1)C(=O)CCc1ccc(C(F)(F)F)cc1	-23
CSc1ccc(-c2noc(-c3cn[nH]c3-c3ccccc3)n2)cc1	-18&-7
CCOc1ccccc1-c1cc2nc(SCC(=O)Nc3cccc(CC)c3)n(-c3ccc(CC)cc3)c(=O)c2s1	1
O=C(Nc1cc(Cl)cc(Cl)c1)c1ccc(N2C(=O)CCC2=O)cc1	-12
CCSc1ccc(Cc2nnc(NC(=O)c3nc4ccccc4s3)o2)cc1	11
O=C(COc1cccc2c1CCN(Cc1ccc(Cl)cc1)C2=O)Nc1ccc2c(c1)OCO2	-8
CNC(=O)c1c(NC(=O)c2cc(Cl)ccc2[N+](=O)[O-])sc2c1CCC2	12
O=S(=O)(Nc1c(Cl)c(Cl)c(O)c2ccccc12)c1ccccc1	-4
O=C(c1ccccc1F)N1CCCN(CCn2cccn2)CC1	-5
O=C(N1CCSC(c2ccccc2)CC1)C1(c2cccs2)CCCC1 (stereo not given)	-1
O=C(CSc1ccc2nnc(-c3cccc(F)c3)n2n1)N1CCCCC1	0
CCS(=O)(=O)N1CCc2ccc(NC(=O)Cc3cccs3)cc2C1	-4&2

Next section.
SMILES	PriA SSB inh
CCCN1CCCc2cc(CCNC(=O)C(=O)NC3CC3)ccc21	37
COC(CN)c1ccccc1Cl (stereo not given)	-8
CCOc1ccccc1/C=C1\Oc2c(ccc(O)c2CN2CCCCC2)C1=O	-3
O=C(c1c(F)cccc1Cl)N1CCN(c2ccc3nnc(C4CC4)n3n2)CC1	-17
O=c1ccc(-c2ccc(F)cc2)nn1CCCNS(=O)(=O)c1ccc(F)c(Cl)c1	-8
COc1ccc(-c2cn3cccnc3n2)cc1NC(=O)C(C)(C)C	-13
CCCCSc1oc(-c2cccs2)nc1S(=O)(=O)c1ccc(Br)cc1	-13
CCc1ccccc1NC(=O)C(=O)NCc1cccs1	-7
O=C(c1cc2ccccc2o1)N1CCC(c2cccs2)CC1	-10
COc1cccc(C(=O)Nc2nc3c(OC)ccc(C)c3s2)c1OC	-22
COc1ccc(S(=O)(=O)N(C)c2ccsc2C(=O)NC2CCC(C)CC2)cc1 (stereo not given)	4
Cn1ncc(C(N)=O)c1C(N)=O	-6
O=C(NCCn1ccc(-c2cccs2)n1)c1ccccc1Cl	0
CCOC(=O)c1nn(-c2ccccc2C)c(=O)cc1OCC(=O)NCCc1ccccc1OC	5
CCOc1ccc(S(=O)(=O)NN=C(C)c2ccc(Cl)c(Cl)c2Cl)cc1	-5

2 entries from above, comma-delimited.
SMILES,PriA SSB inh
O=c1ccc(-c2ccc(F)cc2)nn1CCCNS(=O)(=O)c1ccc(F)c(Cl)c1,-8
Cn1ncc(C(N)=O)c1C(N)=O,-6

Other structures.
SMILES	PriA SSB inh
O=C1c2cccc(OCc3ccccc3Cl)c2CCN1Cc1ccc(F)cc1	-10
CC(C)(C)c1ccc(OCc2ccc(C(=O)NN=Cc3ccc(O)c(O)c3)cc2)cc1	-6
Cc1nsc(C(=O)NCCCOC(C)C)n1	-4
O=C(NCCC(CCO)c1ccccc1)C(=O)Nc1cccc(N2CCCC2=O)c1 (stereo not given)	-12
Cc1cc(NC(=O)C(=O)NCCc2c[nH]c3ccccc23)no1	-5
COc1ccc2cc(C(=O)NCC(O)(c3cccs3)C3CC3)[nH]c2c1 (stereo not given)	-34
Cc1nn(C)cc1CNC(=O)c1ccc2c(c1)OCO2	-1
CNC(=O)c1c(NC(=O)C2CCCCC2)sc2c1CCC2	-18
COc1c2ccc(C(=O)NCCCn3ncccc3=O)cc2nn1C	-2
O=C(NCC1OCCN1S(=O)(=O)c1ccccc1)C(F)(F)F (stereo not given)	23
Cc1ccccc1C(=O)Nc1ccc2c(c1)CC(=O)N2	0
CCCn1c(=O)c2c(nc3n2C(C)C(C)=NN3)n(C)c1=O (stereo not given)	-8
c1coc(-c2nnc(C3CCCNC3)o2)c1 (stereo not given)	-7
COCCn1c(C)cc(O)c([C@H](c2ccncc2)N2CCN(C)CC2)c1=O	-14
CCCc1nnsc1C(=O)NC1CCCC(OC(=O)Nc2ccccc2)C1 (stereo not given)	-4
CC(C)CS(=O)(=O)C1CCN(C(=O)CSC2CCCC2)CC1	-5
Cc1c(C(=O)C(=O)N2CCN(C(c3ccccc3)c3ccccc3)CC2)c2ccccc2n1C	7
Cc1cc(C)n2nc(C(=O)NN=Cc3ccc(O)cc3)nc2n1	-4
Cc1cccc(NC(=O)CSc2nnc(CNC(=O)c3ccc(C)c(C)c3)n2-c2ccc(Cl)c(Cl)c2)c1	-21
O=C(Cn1nc(-c2cccs2)ccc1=O)Nc1ccc(F)c(F)c1	1
COC(=O)NN=C(C)c1ccc(C)c([N+](=O)[O-])c1	1
CCOC(=O)c1sc(NC(=O)c2cc(-c3cccs3)nc3ccccc23)c(C(=O)OCC)c1C	-14&-5
COCCN(Cc1ccoc1)S(=O)(=O)c1cc(C)c(C)cc1OC	-2
Cc1ccc(SCCCC(=O)Nc2nnc(-c3cc(C)n(C)n3)o2)cc1	-13
Clc1cc2c(c3ncccc13)OCN(CCC1=CCCCC1)C2	95*
COC(=O)c1cc(C)ccc1NC(=O)C1(C)Cc2ccccc2C(=O)O1 (stereo not given)	1
O=C(Nc1c(F)cccc1F)N[C@H](c1cccnc1)C1CCOCC1	-13
O=C(NCC1CCN(Cc2cccs2)CC1)c1ccc(F)c(F)c1	-7
O=C(NCC(Cc1cccc(F)c1)N1CCNC1=O)c1cccs1 (stereo not given)	-9
CCCc1cc(=O)n(CC(=O)NCC2CCCO2)cn1 (stereo not given)	-4
O=C(NCC#CCN1CCOCC1)c1cc(-c2ccco2)on1	-20
CCOC(=O)N1CCN(C(=O)CSc2nnc(-c3ccncc3)o2)CC1	-2
COc1ccc(C)cc1NC(=O)N1CCN(c2cc(C)ncn2)CC1	-4
O=C(NCCn1ncc2c(=O)n(Cc3ccccc3)cnc21)c1cccc(C(F)(F)F)c1	-18
O=C(CSc1nc(=O)n(Cc2ccccn2)c2c1CCC2)NC1CCCCC1	-21
O=C(Cc1csc(NC(=O)c2ccccc2)n1)NC1CCCC1	-9
COc1ccc(OC)c(/C=N/Nc2nnc3c(n2)[nH]c2c(C)cccc23)c1	12
Cn1/c(=N/NC(=O)c2ccncc2)sc2ccccc21	7
Cc1ccc(Nc2oc(-c3cccs3)nc2S(=O)(=O)c2ccccc2)cc1	6
CCOC(=O)CNC(=O)c1c(S(=O)(=O)Nc2ccc(C)cc2)n[nH]c1C	-11
CS(=O)(=O)N1CCC(C(=O)NCc2cccnc2-c2cccs2)CC1	-8
COc1ccc(-c2ccc(N3CCN(C(=O)c4ccccc4F)CC3)nn2)cc1OC	8
C=CCN1C(=O)C(C)(C)COc2cc(NS(=O)(=O)c3ccc(C)s3)ccc21	-9
Cc1cc(NC(=O)CCCS(=O)(=O)c2ccc(Cl)cc2)n(C)n1	-8
COc1ccc([C@@H]2CC(c3cccs3)=NN2C(=O)CSc2nncn2C)cc1	-10

Reformatted as comma-separated lines: part of the list above
molecule,PriA SSB inh
CCOC(=O)c1sc(NC(=O)c2cc(-c3cccs3)nc3ccccc23)c(C(=O)OCC)c1C,-14&-5
COCCN(Cc1ccoc1)S(=O)(=O)c1cc(C)c(C)cc1OC,-2
Cc1ccc(SCCCC(=O)Nc2nnc(-c3cc(C)n(C)n3)o2)cc1,-13
Clc1cc2c(c3ncccc13)OCN(CCC1=CCCCC1)C2,95*
COC(=O)c1cc(C)ccc1NC(=O)C1(C)Cc2ccccc2C(=O)O1 (stereo not given),1
O=C(Nc1c(F)cccc1F)N[C@H](c1cccnc1)C1CCOCC1,-13
O=C(NCC1CCN(Cc2cccs2)CC1)c1ccc(F)c(F)c1,-7
O=C(NCC(Cc1cccc(F)c1)N1CCNC1=O)c1cccs1 (stereo not given),-9
CCCc1cc(=O)n(CC(=O)NCC2CCCO2)cn1 (stereo not given),-4
O=C(NCC#CCN1CCOCC1)c1cc(-c2ccco2)on1,-20
CCOC(=O)N1CCN(C(=O)CSc2nnc(-c3ccncc3)o2)CC1,-2
COc1ccc(C)cc1NC(=O)N1CCN(c2cc(C)ncn2)CC1,-4
O=C(NCCn1ncc2c(=O)n(Cc3ccccc3)cnc21)c1cccc(C(F)(F)F)c1,-18
O=C(CSc1nc(=O)n(Cc2ccccn2)c2c1CCC2)NC1CCCCC1,-21
O=C(Cc1csc(NC(=O)c2ccccc2)n1)NC1CCCC1,-9
COc1ccc(OC)c(/C=N/Nc2nnc3c(n2)[nH]c2c(C)cccc23)c1,12
Cn1/c(=N/NC(=O)c2ccncc2)sc2ccccc21,7
Cc1ccc(Nc2oc(-c3cccs3)nc2S(=O)(=O)c2ccccc2)cc1,6
CCOC(=O)CNC(=O)c1c(S(=O)(=O)Nc2ccc(C)cc2)n[nH]c1C,-11
CS(=O)(=O)N1CCC(C(=O)NCc2cccnc2-c2cccs2)CC1,-8
COc1ccc(-c2ccc(N3CCN(C(=O)c4ccccc4F)CC3)nn2)cc1OC,8
C=CCN1C(=O)C(C)(C)COc2cc(NS(=O)(=O)c3ccc(C)s3)ccc21,-9
Cc1cc(NC(=O)CCCS(=O)(=O)c2ccc(Cl)cc2)n(C)n1,-8
COc1ccc([C@@H]2CC(c3cccs3)=NN2C(=O)CSc2nncn2C)cc1,-10

Going on with the list.
SMILES	PriA SSB inh
O=C(NCCC(O)c1cccc2ccccc12)c1ccc(F)cc1Cl (stereo not given)	-6
CC(=NNC(=O)c1cc(-c2cccs2)nc2ccccc12)c1ccccn1	85*
O=C(NCc1cccs1)c1nnn(-c2ccccc2)c1CSc1ncccn1	-9&-8
Cc1ccc(NC(=O)c2cn[nH]n2)c(Br)c1	-9
c1ccc(CN2CCN(c3nc(N4CCN(Cc5ccccc5)CC4)nc(N4CCN(Cc5ccccc5)CC4)n3)CC2)cc1	-8
COC(=O)c1sc2ccccc2c1S(=O)(=O)N(C)CC(=O)NCc1ccc(Cl)cc1	-9

Some of the compounds tested; rates above refer to the full screens.
